Screens (PubChem)
DUSP3 inh – inhibitors of human VHR1 phosphatase (DUSP3) | P51452 | recombinant VHR phosphatase, colorimetric substrate read-out | inhibition, % at 20 µM | 50,000 compounds, 0.7% hits; in the data active = inhibition above about 60%; also: some results filed as inactive read as strong as hits
Target sequence (P51452 whole entry, looked up): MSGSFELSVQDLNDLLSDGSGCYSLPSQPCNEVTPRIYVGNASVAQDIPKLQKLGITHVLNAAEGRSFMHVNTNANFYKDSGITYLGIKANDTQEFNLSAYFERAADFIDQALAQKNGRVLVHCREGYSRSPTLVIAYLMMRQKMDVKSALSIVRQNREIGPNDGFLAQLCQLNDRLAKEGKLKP
* hit, by the source's call. A portion of the library, so the mix of outcomes need not match the whole.

SMILES	DUSP3 inh
COc1cccc(C(=O)N/N=C(/C)c2cccc(NC(=O)c3ccc(Cl)cc3)c2)c1	-26
COc1ccc(N2C(=O)NC(=O)/C(=C\c3ccc(C)cc3)C2=O)cc1	-8
O=C(Nc1ccccc1[N+](=O)[O-])c1cc2ccccc2o1	-6
COc1ccc(NC(=O)C2C3CCC(C3)C2C(=O)O)c(OC)c1 (stereo unspecified)	-5
Nc1nnc(SCC(=O)c2ccc([N+](=O)[O-])cc2)s1	-2
CN(C)c1cccc(NC(=O)c2cccc3ccccc23)c1	2
COc1c(Cl)cc(C(=O)Nc2cccnc2)cc1Cl	0
CC1C(=NO)C(C)C(c2ccc(Cl)cc2)NC1c1ccc(Cl)cc1 (stereo unspecified)	47
C=CCN1C(=O)/C(=C\c2cc(Cl)c(O)c(Cl)c2)C(=O)NC1=S	22
Cc1ccc(NC(=O)C(F)(F)F)cc1C	-27
O=[N+]([O-])c1ccc(CNCC2OCCc3ccccc32)cc1 (stereo unspecified)	-2
CC1=C(C(=O)Nc2ccc(C)cc2)C(c2cccc(Br)c2)NC(=S)N1 (stereo unspecified)	-28
CCCS(=O)(=O)c1c(S(=O)(=O)CCC)c2ccccn2c1C(=O)c1ccc([N+](=O)[O-])cc1	8
COC(=O)c1cc(C(=O)NCc2ccccc2OC)cc([N+](=O)[O-])c1	3
COc1ccc(N=C(C)c2cc(Cl)ccc2O)cc1	-13
COc1ccc(NC(=O)c2ccc(N(C)S(=O)(=O)c3ccccc3)cc2)cc1OC	-26
COC(=O)C1=C(C)N(c2ccc(OC)cc2)C(=O)/C1=C\c1ccc(O)cc1	5
CCOc1ccc(S(=O)(=O)Nc2ccccc2OC)cc1	-11
COc1cccc(/C=C2\N=C(c3ccccc3Br)OC2=O)c1	1
CCOC(=O)c1sc(NC(=O)C2CC3CCC2C3)c(C(=O)OCC)c1C (stereo unspecified)	0
O=C(Nc1ccc(OC(F)(F)F)cc1)c1cccc2c(Br)cccc12	0
COC(=O)c1ccc(NC(=O)C2COc3ccccc3O2)cc1 (stereo unspecified)	3
Cc1ccc(C(=O)N2N=C(c3ccncc3)CC2(O)C(F)(F)F)cc1 (stereo unspecified)	4
Cc1cc(Cl)ccc1OC(C)C(=O)NCC1CCCO1 (stereo unspecified)	-1
COc1ccc(/C=C2\SC(=O)N(CCC(=O)N3CCOCC3)C2=O)cc1OC	9
(more compounds)
SMILES	DUSP3 inh
Cc1cccc(NC(=O)/C(C#N)=C\c2ccc(Sc3ccccc3)o2)c1C	19
CCOC(=O)C1=C(C)OC(N)=C(C(=O)OCC)C1c1ccc([N+](=O)[O-])cc1 (stereo unspecified)	-19
O=[N+]([O-])c1cc(-c2nnc(-c3ccco3)o2)ccc1Cl	8
Cc1ccc(OCC(=O)Nc2ccc3oc(-c4ccc(F)cc4)nc3c2)cc1C	-5
CCOC(=O)Nc1sc2c(c1C(N)=O)CCC(C)C2 (stereo unspecified)	-4
CC(C)(C)C1=NN(C(=O)c2ccccc2)C(O)(C(F)(F)F)C1 (stereo unspecified)	-21
O=C(Nc1ccc(Cl)cc1)N1CCCc2ccccc21	-22
CCOC(=O)c1c(NC(=O)c2ccc(C)c(C)c2)sc(C(C)=O)c1C	-21
Cc1ccc2cc(S(=O)(=O)N=Nc3c(O)[nH]c4ccc([N+](=O)[O-])cc34)ccc2c1	2
CCCc1nc2ccccc2n1C(=O)/C=C\C(=O)O	-2
CC(=O)N1CCN(C(CNS(=O)(=O)c2ccc(C)cc2)c2ccccc2)CC1 (stereo unspecified)	10
COc1cc(OC)cc(C(=O)Nc2cc(Cl)ccc2C)c1	-6
NC(=S)N/N=C/c1ccc(-c2cccc(Cl)c2Cl)o1	-8
CCCCc1ccc(NC(=O)c2ccc([N+](=O)[O-])o2)cc1	-7
O=C(NCc1ccncc1)c1ccc(-c2ccccc2)cc1	-13
COc1ccc(C2NC(=O)NC3=C2CCc2ccccc23)cc1 (stereo unspecified)	-8
CCOc1ccc(/C=C(\NC(=O)c2ccc(C)cc2)c2nc3ccccc3[nH]2)cc1	-1
COc1ccc(Br)cc1C(=O)Nc1ccc(C(C)=O)cc1	-11
COc1ccc(S(=O)(=O)N(CCc2ccccc2)CC(=O)Nc2ccc(Br)cc2)cc1OC	-21
O=C1c2cccc3c(N4CCCCC4)ccc(c23)C(=O)N1c1ccc(Cl)cn1	-10
O=C(Nc1nc2ccccc2s1)c1ccc2c(c1)OCO2	-8
CCOC(=O)C(C(C)=O)C1=C(c2ccc([N+](=O)[O-])cc2)C(=O)c2ccccc2C1=O (stereo unspecified)	62
Cc1cc(-c2ccccc2)c2ccc(O)cc2n1	-34
COc1ccc(CCNC(=O)COc2cc(C)c(Cl)c(C)c2)cc1OC	1
COC(=O)c1cc(NC(=O)S(=O)(=O)c2ccc(C)cc2)cc(C(=O)OC)c1	-12

Rewritten in CSV form: 2 of the compounds above.
Compound,DUSP3 inh
O=C(Nc1ccc(Cl)cc1)N1CCCc2ccccc21,-22
CCOC(=O)c1c(NC(=O)c2ccc(C)c(C)c2)sc(C(C)=O)c1C,-21

More structures:
SMILES	DUSP3 inh
O=C1c2c(Cl)c(Cl)c(Cl)c(Cl)c2C(=O)N1c1ncccn1	-10
COc1cc(C2C3C(C)N(C)C(=O)N(C)C3N(C)C(=O)N2C)ccc1O (stereo unspecified)	-34
O=C(Nc1nc(-c2cccc3ccccc23)cs1)c1cccs1	-20
CCOC(=O)c1ccccc1N1C(=O)C2C3C=CC(C3)C2C1=O (stereo unspecified)	0
Cc1oc(-c2ccccc2)cc1C(=O)O	18
O=C(Nc1ccc2c(c1)oc1ccccc12)c1ccc(I)cc1	-36
CCOC(=O)C1=C(O)/C(=C/c2ccc(OCC(N)=O)cc2)N=C1C	11
O=C(CCCN1C(=O)/C(=C/c2ccccc2)SC1=S)Nc1ccccc1	-6
CCC1CCc2c(sc(NC(=O)c3cc4ccccc4oc3=O)c2C#N)C1 (stereo unspecified)	-22
O=c1c(Oc2ccccc2Br)c(C(F)(F)F)oc2cc(O)ccc12	-5
O=C(Nc1cccc(C(F)(F)F)c1)/C(=C\c1cccs1)NC(=O)c1cccs1	2
O=[N+]([O-])c1ccccc1/C=N/Nc1nc(-c2ccccc2)cs1	107
CN(C)CCSc1nc(O)c(-c2ccccc2)c(=O)[nH]1	26
Cc1c(OCC(=O)c2ccccc2)ccc2c(-c3ccccc3)cc(=O)oc12	-5
COc1ccc(CCC(=O)Nc2sc3c(c2C(N)=O)CCCCC3)cc1	-7
CCCc1cc2c(-c3ccccc3)cc(=O)oc2cc1OC	-31
Cc1cc(OCC(=O)O/N=C(\N)c2ccc([N+](=O)[O-])cc2)ccc1Br	-10
CC(C)=N/N=C1/NC(=O)C(CC(=O)Nc2ccccc2Br)S1 (stereo unspecified)	-19
COCCN1C(=O)/C(=C/c2cccc([N+](=O)[O-])c2)SC1=S	3
CCOC(=O)c1c(NC(=O)c2ccccc2)sc(C)c1CC	-12
CCN(CC)c1ccc(C(=O)N2CCCCC2)cc1	1
COc1cc(OC)cc(C(=O)NCC2CCCO2)c1 (stereo unspecified)	-25
COc1cccc2c(Cl)c(CC=C(Cl)Cl)c(C)nc12	-39
Cc1ccc(C#CC#Cc2ccc(C)nc2)cn1	1
CCOC(=O)C1=CC2(SC=C(C(=O)OCC)S2)C2=C(S1)C(C)(C)N(C(=O)CC)c1ccc(C)cc12 (stereo unspecified)	-40
Going on with the list:
SMILES	DUSP3 inh
Cc1cc(Cl)ccc1OCC(=O)Nc1nc2ccc(Cl)cc2s1	-18
COc1cc(/C=C2/SC(=S)NC2=O)cc(Cl)c1O	-1
NC(=O)C1CCN(C(=O)Nc2ccc(Cl)c(Cl)c2)CC1	-5
Cc1ccc(C(=O)N/C(=C/c2ccccc2Cl)C(=O)Nc2ccc(S(=O)(=O)Nc3nccs3)cc2)cc1	1
CC(C)(C)c1ccc(OCC(=O)Nc2ccccc2-c2ccccc2)cc1	-13
O=C1N=c2ccccc2=C1c1sc(=Nc2ccccc2)n(-c2ccccc2)c1O	-5
CC(C)Oc1cc2oc(=O)c3c(c2cc1Cl)CCC3	2
COc1cccc(/C=C/C(=O)c2ccc(F)cc2)c1OC	-4
O=C1CCC(C(=O)c2ccccc2)C(O)=C1C=NCCO (stereo unspecified)	2
O=[N+]([O-])c1cc(S(=O)(=O)N2CCN(c3ccccc3)CC2)ccc1Cl	-3
O=C(Nc1ccccc1Br)C12CC3CC(CC(C3)C1)C2	19
O=C(O)c1ccc(-c2ccc(Br)cc2)o1	-6
CCOC(=O)c1c(NC(=O)c2ccc(Cl)cc2)sc(C(=O)Nc2ccccc2C(F)(F)F)c1C	-1
CCc1c(O)nc(SCCN(CC)CC)n(-c2ccccc2)c1=O	9
O=C(Nc1cccc([N+](=O)[O-])c1)c1sc2ccccc2c1Cl	-12
CCOC(=O)C1=C(C)N=C2SCC(=O)N2C1c1ccc2c(c1)OCO2 (stereo unspecified)	1
Cc1ccc(-c2nnc(NC(=O)Nc3ccccc3)s2)cc1C	-13
S=C(Nc1ccccc1)Nc1ccc(Oc2ccc(NC(=S)Nc3ccccc3)cc2)cc1	-20
O=C(O)c1cc2ccc(O)cc2oc1=O	-22
Cc1onc(-c2c(Cl)cccc2Cl)c1C(=O)Nc1ccc2ccccc2c1	-29
CC(=O)Nc1nonc1-c1nc2ccccc2n1Cc1ccc(C(C)(C)C)cc1	-11
CC(=O)C1=C(C)NC(=S)NC1c1cc([N+](=O)[O-])ccc1O (stereo unspecified)	7
CC(c1ccccc1)N1C(=O)/C(=C\c2ccc(Cl)cc2Cl)SC1=S (stereo unspecified)	4
COc1ccc(/C=C2\SC(=S)N(c3cccc(Br)c3)C2=O)cc1	-18
Cc1sc(NC(=O)C2C3C=CC(C3)C2C(=O)O)c(C(N)=O)c1C (stereo unspecified)	-2
Next compounds
SMILES	DUSP3 inh
CCOC(=O)C1=C(C)N(CC(C)C)C(=O)/C1=C\c1ccco1	-10
O=C(/C=C/c1ccccc1)C1=C(O)C(=O)N(c2ccccc2)C1c1ccccc1F (stereo unspecified)	-6
CCOC(=O)C(CC)Oc1ccc2ccc(=O)oc2c1 (stereo unspecified)	2
COc1ccc(CCNC(=O)CN(c2ccccc2C)S(C)(=O)=O)cc1OC	1
C=CCn1c(C)c(C=C2C(=O)NC(=S)NC2=O)c2ccccc21	32
CCCN(CCC)Cc1cc2ccccc2c2c1COC2	15
Cc1ccc2oc(-c3cc(NC(=O)c4cccs4)ccc3O)nc2c1	-18
Cc1cc(C23CC4CC(CC(C(=O)O)(C4)C2)C3)c(C)cc1C12CC3CC(CC(C(=O)O)(C3)C1)C2	-8
N#Cc1c(N)nc(SCC(=O)c2ccccc2)c(C#N)c1-c1ccc(Cl)cc1	-2
c1cc2c(cc1CCNC1CCCCCC1)OCO2	-2
CC1=C(C(=O)OC(C)C)C(c2ccccc2Cl)C2=C(CCCC2=O)N1 (stereo unspecified)	-11
O=C(N/C(=C\c1cn(-c2ccccc2)nc1-c1ccccc1)C(=O)N1CCOCC1)c1ccccc1	0
O=C(/C=C/c1ccc2c(c1)OCO2)c1ccc(F)cc1	-5
O=C1S/C(=C/c2ccc(O)c(O)c2)C(=O)N1c1ccccc1	-15
C/C(=N\NC(=O)c1ccco1)c1ccc(N)cc1	-6
O=C(N/N=C/c1ccccc1[N+](=O)[O-])c1cccc(Cl)c1	-3
COc1ccc2c(c1)C1=NN(/C(C)=C/C(C)=O)C(c3ccc(F)cc3)C1CC2 (stereo unspecified)	-15
CSCCC(NC(=O)c1ccc(C)o1)C(=O)O (stereo unspecified)	-5
CS(=O)(=O)N(Cc1ccc(Cl)cc1)c1ccc(C(=O)NCC2CCCO2)cc1 (stereo unspecified)	9
Cc1ccc(C(=O)NC2C(=O)N3C2SC(C)(C)C3C(=O)O)o1 (stereo unspecified)	-22
Cn1cc(/C=C2/SC(=O)N(c3ccccc3)C2=O)c2ccccc21	-32
Cc1ccccc1NC(=O)C(=O)NNC(=O)c1ccccc1C	-4
COc1cc2ccccc2cc1C(=O)Nc1cccnc1	-2
O=C(N/N=C/c1cc(I)ccc1O)c1ccccn1	-7
CC(/C=C/c1ccco1)=N/NC(=O)CNc1ccc(C)cc1	10
COC(=O)c1ccc(/C=C2\SC(=S)N(c3cccc(C)c3C)C2=O)cc1	6
Cc1ccc(C(=O)NCCN(C)C)cc1	-14
Cc1ccc(-n2c(-c3cccc(C)c3)n[nH]c2=S)cc1	-39
COc1ccccc1OCCCOc1ccc(C)c(C)c1	-18

Gathered by group: the entries above containing a nitro group on carbon (17)
SMILES	DUSP3 inh
O=C(Nc1ccccc1[N+](=O)[O-])c1cc2ccccc2o1	-6
Nc1nnc(SCC(=O)c2ccc([N+](=O)[O-])cc2)s1	-2
O=[N+]([O-])c1ccc(CNCC2OCCc3ccccc32)cc1 (stereo unspecified)	-2
CCCS(=O)(=O)c1c(S(=O)(=O)CCC)c2ccccn2c1C(=O)c1ccc([N+](=O)[O-])cc1	8
COC(=O)c1cc(C(=O)NCc2ccccc2OC)cc([N+](=O)[O-])c1	3
CCOC(=O)C1=C(C)OC(N)=C(C(=O)OCC)C1c1ccc([N+](=O)[O-])cc1 (stereo unspecified)	-19
O=[N+]([O-])c1cc(-c2nnc(-c3ccco3)o2)ccc1Cl	8
Cc1ccc2cc(S(=O)(=O)N=Nc3c(O)[nH]c4ccc([N+](=O)[O-])cc34)ccc2c1	2
CCCCc1ccc(NC(=O)c2ccc([N+](=O)[O-])o2)cc1	-7
CCOC(=O)C(C(C)=O)C1=C(c2ccc([N+](=O)[O-])cc2)C(=O)c2ccccc2C1=O (stereo unspecified)	62
O=[N+]([O-])c1ccccc1/C=N/Nc1nc(-c2ccccc2)cs1	107
Cc1cc(OCC(=O)O/N=C(\N)c2ccc([N+](=O)[O-])cc2)ccc1Br	-10
COCCN1C(=O)/C(=C/c2cccc([N+](=O)[O-])c2)SC1=S	3
O=[N+]([O-])c1cc(S(=O)(=O)N2CCN(c3ccccc3)CC2)ccc1Cl	-3
O=C(Nc1cccc([N+](=O)[O-])c1)c1sc2ccccc2c1Cl	-12
CC(=O)C1=C(C)NC(=S)NC1c1cc([N+](=O)[O-])ccc1O (stereo unspecified)	7
O=C(N/N=C/c1ccccc1[N+](=O)[O-])c1cccc(Cl)c1	-3
